Bioassay records: PubChem BioAssay, several laboratories
HePTP inh: blocks human HePTP tyrosine phosphatase; 110,000 compounds, 0.64% hits; P35236; recombinant HePTP phosphatase activity, OD absorbance; inhibition, % at 20 µM; in the data active = inhibition above about 50%;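 note: plate controls were vehicle for no effect and reference inhibitor for full effect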
Target sequence (P35236 whole entry, looked up): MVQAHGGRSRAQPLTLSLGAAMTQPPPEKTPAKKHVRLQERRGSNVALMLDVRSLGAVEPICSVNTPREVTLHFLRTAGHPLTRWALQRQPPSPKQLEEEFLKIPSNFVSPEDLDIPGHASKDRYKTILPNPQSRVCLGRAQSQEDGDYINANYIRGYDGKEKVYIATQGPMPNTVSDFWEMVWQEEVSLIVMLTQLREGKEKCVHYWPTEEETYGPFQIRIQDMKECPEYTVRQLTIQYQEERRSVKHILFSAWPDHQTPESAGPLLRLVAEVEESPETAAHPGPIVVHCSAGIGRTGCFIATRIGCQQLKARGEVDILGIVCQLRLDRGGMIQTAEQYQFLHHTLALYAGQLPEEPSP
BAP1 block: blocks human BAP1 ubiquitin-AMC hydrolysis | Q92560 | activity remaining (% of control), % at 20 µM | recombinant BAP1, Ub-AMC hydrolysis fluorescence kinetic; active compounds read low | 72,000 compounds, 0.48% hits | AID 436;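 active = activity remaining at or below 50% of control, provided the compound also passes the data quality filters; inactive = the rest, including low values that fail the filters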;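 note: 100% = DMSO wells rate and 0% = substrate alone blank rate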
Target sequence (Q92560 whole entry, looked up): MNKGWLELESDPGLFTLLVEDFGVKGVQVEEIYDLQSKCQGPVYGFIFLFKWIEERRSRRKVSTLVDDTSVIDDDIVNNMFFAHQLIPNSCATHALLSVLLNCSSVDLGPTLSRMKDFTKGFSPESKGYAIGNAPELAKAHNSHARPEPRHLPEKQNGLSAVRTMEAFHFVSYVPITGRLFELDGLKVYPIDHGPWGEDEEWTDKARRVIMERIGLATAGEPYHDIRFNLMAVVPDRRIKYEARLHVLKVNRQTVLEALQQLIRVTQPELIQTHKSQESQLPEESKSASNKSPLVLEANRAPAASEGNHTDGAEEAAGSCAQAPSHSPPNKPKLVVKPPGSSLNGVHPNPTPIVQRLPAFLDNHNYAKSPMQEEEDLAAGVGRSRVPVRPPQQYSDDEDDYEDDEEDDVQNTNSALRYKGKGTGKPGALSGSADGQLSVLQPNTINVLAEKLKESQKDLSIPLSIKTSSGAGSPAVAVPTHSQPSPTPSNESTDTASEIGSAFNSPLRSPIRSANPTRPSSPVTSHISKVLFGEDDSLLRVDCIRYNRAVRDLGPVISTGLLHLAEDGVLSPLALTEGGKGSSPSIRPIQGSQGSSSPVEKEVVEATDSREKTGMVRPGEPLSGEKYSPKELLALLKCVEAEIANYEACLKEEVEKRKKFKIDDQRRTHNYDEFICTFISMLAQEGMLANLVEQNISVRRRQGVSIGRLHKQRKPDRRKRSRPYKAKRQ
Active calls of the source: *; . = not tested or not shown; & = joins results of further samples; ! = a repeat was not active. Rows were taken by chance, and some 0.83% of all compounds hit somewhere here.

HePTP inh | BAP1 block | Molecule
3 | . | COc1ccc(-c2cc(C(F)(F)F)nc(SCCC(=O)NCc3ccco3)n2)cc1
3 | . | CCOc1ccccc1NC(=O)c1c(NC(=O)c2ccccc2Cl)sc2c1CCC2
17 | 136 | COc1ccc(-c2nc(-c3ccccc3)no2)c(OC)c1
6 | 96 | COc1ccc(OC)c2[nH]c(=O)c(CCNC(=O)COc3ccccc3)cc12
0 | . | COc1ccc(C2CC(=O)C3=C(C2)Nc2ccccc2NC3c2ccc(OC(C)=O)c(OC)c2)cc1OC (stereo not drawn)
5 | . | O=[N+]([O-])c1cccc(Cl)c1N1CCN(S(=O)(=O)c2ccccc2)CC1
8 | . | Cc1ccc(N2C(=O)CC(NC3CCCCCC3)C2=O)cc1 (stereo not drawn)
0 | 105 | CCCCN1CC(C(=O)NC2CCCCC2)CC1=O (stereo not drawn)
15 | 103 | COc1ccc(S(=O)(=O)N(C)CC(=O)NC2CCCCC2)cc1OC
6 | 66 | Cn1c(=O)c2c(nc(N3CCOCC3)n2CC(=O)c2ccccc2)n(C)c1=O
-3 | . | O=c1oc2ccccc2cc1-c1nnc(-c2cccc(Br)c2)o1
8 | . | C=C(C)Cn1c(SCC(=O)O)nnc1-c1ccc(OC)c(OC)c1
2 | . | CCOC(=O)CSc1nc(C)c2ccccc2n1
8 | . | CCOC(=O)CNC(=O)C(NC(=O)C1CCC(C)CC1)C(C)CC (stereo not drawn)
9 | 107 | COC(=O)c1ccc(CS(=O)(=O)c2ccccc2C)o1
5 | 92 | CCn1nnnc1SCC(=O)Nc1cccc(C)n1
2 | 477 | COc1ccccc1NC(=O)c1cc(Cl)ccc1NC(=O)c1ccco1
0 | . | COc1cccc(C2C3CN(C)CC=C3C(C#N)=C(N)C2(C#N)C#N)c1OC (stereo not drawn)
2 | 74 | O=C(O)c1ccccc1NC(=O)C1CCCO1 (stereo not drawn)
-12 | . | Cn1c(=O)c2c(nc(N3CCCCCC3)n2Cc2cccc3ccccc23)n(C)c1=O

An excerpt from above in order of their number in BAP1 block, smallest number first:
| canonical_smiles | HePTP inh | BAP1 block |
| --- | --- | --- |
| O=C(O)c1ccccc1NC(=O)C1CCCO1 (stereo not drawn) | 2 | 74 |
| CCn1nnnc1SCC(=O)Nc1cccc(C)n1 | 5 | 92 |
| COc1ccc(S(=O)(=O)N(C)CC(=O)NC2CCCCC2)cc1OC | 15 | 103 |

Continued:
HePTP inh | BAP1 block | Molecule
0 | . | COc1ccccc1N1CCN(C(=O)c2ccc(S(=O)(=O)N3CCCC3)cc2)CC1
8 | . | Cc1nc(Nc2ccccc2)c(C(F)(F)F)c(C(F)(F)C(F)(F)F)n1
7 | . | C=CCc1cc(/C=C2/C(=O)NC(=O)N(c3ccc(C)cc3)C2=O)cc(OC)c1O
2 | 116 | [O-]/[N+](=C\c1ccncc1)c1ccccc1
-6 | 72 | COc1ccc(S(=O)(=O)N2CCN(S(=O)(=O)c3ccc4c(c3)OCCO4)CC2)cc1
1 | 114 | Cn1cccc1P(=O)(c1cccn1C)c1cccn1C
-5&7 | 85 | Cc1cc(C)n(-c2nc(NC(C)(C)C)nc(NC(C)(C)C)n2)n1
2 | . | COc1ccccc1-c1cc(C(F)(F)F)nc(S(=O)(=O)CCCC(=O)Nc2cc(C)on2)n1
-6 | . | Cc1cccc(C(=O)Nc2sc3c(c2C(=O)N2CCCCCC2)CCCCC3)c1
9 | . | COc1cccc(C(=O)N2CCN(Cc3ccccc3[N+](=O)[O-])CC2)c1OC
-5 | . | CCCOc1ccc(C(=O)Nc2scc(-c3ccc(Cl)cc3)c2C(=O)OC)cc1
9 | 117 | O=C(c1ccc(CNS(=O)(=O)c2cccc(C(F)(F)F)c2)cc1)N1CCOCC1
2 | 101 | OCCN(Cc1ccccc1)Cc1ccccc1Cl
-1 | 103 | COc1ccc(NC(=O)C2CCN(C(=O)c3ccccc3)CC2)cc1OC
8 | 129 | CCNc1nc(N)nc(Oc2ccc(OCC)nn2)n1
8 | . | O=C1NN(c2ccccc2)C(=O)/C1=C/c1cccc(Cl)c1
12 | 158 | CCCOC(=O)C1=C(C)NC2=C(C(=O)CCC2)C1c1cccs1 (stereo not drawn)
-3 | 99 | O=C(CCS(=O)(=O)c1cc(Br)cc2c1N(C(=O)C1CC1)CC2)NCC1CCCO1 (stereo not drawn)
3 | 75 | NC(=O)c1cc(-c2ccccc2)nc(Oc2ccccc2)n1
8 | . | O=C(NCc1ccc(F)cc1)c1ccc(Br)cc1
1 | 104 | Cc1ccc(-n2ncc3c(NCc4ccccc4)ncnc32)cc1
8 | 148 | O=C(Nc1ccc(N2CCN(C(=O)c3ccccc3)CC2)cc1)c1cc2ccccc2o1
11 | 107 | O=C(CSc1nc(-c2ccc(F)cc2)cs1)N1CCOCC1
2 | . | O=C(NCc1ccc2c(c1)OCO2)c1nn(-c2ccccc2)c(=O)c2ccccc12
5&5 | 96 | O=C(Nc1ccccc1)C1CC(=O)N(C2CCCCC2)C1 (stereo not drawn)
4 | . | CC(C)(C)c1cc(C(C)(C)C)cc(S(=O)(=O)CCc2ccncc2)c1
2 | . | Brc1ccc(N2COc3ccc4ccccc4c3C2)cc1
-8 | . | FC(F)(F)c1cccc(Nc2nc(-c3ccccc3)cs2)c1
7 | . | O=C(NN1CCOCC1)c1ccc([N+](=O)[O-])cc1[N+](=O)[O-]
. | 54 | COc1ccc(Nc2nc(S(=O)(=O)c3ccc(C)cc3)c(Cl)s2)cc1
4 | . | N/C(Cc1cccc2ccccc12)=N\OC(=O)c1ccc(F)cc1
-9 | 89 | c1ccc2c(c1)CCCN2Cc1nnnn1C1CCCC1
4 | 66 | N#CC(C#N)C(c1ccsc1)c1c(-c2ccccc2)[nH][nH]c1=O (stereo not drawn)
8 | 71 | COc1ccc(OC)c(NC(=O)[C@H]2CC=CC[C@H]2C(=O)O)c1
-5 | 107 | COc1ccc(N2CCN(C(CNC(=O)c3cccc(Cl)c3)c3cccnc3)CC2)cc1 (stereo not drawn)
6 | . | CCOC(=O)CSc1nnc(-c2ccc(Br)cc2)o1
8 | 102 | CCCCC(CC)CNC(=O)CN(C)S(=O)(=O)c1cccc2nsnc12 (stereo not drawn)
2 | 92 | CCn1c(SCC(=O)NC(C)(C)C)nc(O)cc1=O
-5 | 97 | O=C(CN1C(=O)c2ccccc2S1(=O)=O)N1CCN(Cc2ccc3c(c2)OCO3)CC1
4 | . | CCOc1ccc(NC(=O)CSc2nnc(-c3ccccc3)n2N)cc1
9 | 92 | NC(=O)c1ccccc1NC(=O)CCCN1C(=O)CCC1=O
-1 | 93 | COc1ccccc1C(=O)N1CCCN(C(=O)c2ccccc2OC)CC1
-4 | . | CC1CCc2c(sc(NC(=O)c3ccccc3Br)c2C(=O)OC(C)C)C1 (stereo not drawn)
5 | 86 | CCN(CC)C(=O)Cn1c(=O)n(Cc2ccccc2Cl)c2c1c(=O)n(C)c(=O)n2C
3 | 139 | Cc1cc(Nc2ccccc2)n(-c2ccccc2)n1
-6 | 94 | Cc1c(CNC(=O)c2nn3c(c2Cl)NC(c2ccccc2)CC3C(F)(F)F)cnn1C (stereo not drawn)
8 | 132 | COc1cccc(OC)c1C(=O)Nc1cc(Cl)ccc1N1CCOCC1
-11 | 93 | Cc1cc(C)n2nc(CC(=O)NC3CCCCCCC3)nc2n1
-1 | . | O=C(c1ccccc1F)N1CCN(Cc2ccccc2Cl)CC1
5 | 96 | O=c1cc(N2CCOCC2)[nH]c(=O)n1-c1ccc(Cl)cc1

The listing continues.
HePTP inh | BAP1 block | Molecule
-12 | . | COc1ccccc1CNCc1ccc([N+](=O)[O-])cc1
1 | 100 | CCCCn1c(CN2CCN(c3cccc(Cl)c3)CC2)nc2c1c(=O)n(C)c(=O)n2C
-11 | . | COc1cccc(NC(=S)NC(NC(=O)c2ccc(Br)cc2)C(Cl)(Cl)Cl)c1 (stereo not drawn)
-4 | 96 | CCNC(=O)N1CCNC(=O)C1CC(=O)OC (stereo not drawn)
9 | . | O=C(O)CCCN1C(=O)C(=O)/C(=C(/O)c2ccccc2)C1c1ccccc1F (stereo not drawn)
-1 | 104 | Cc1ccc(C)c(OCc2nc(-c3cccnc3)no2)c1
-6 | 110 | CCCCCCP(=O)(O)c1ccccc1
7 | . | COC(=O)c1c(NC(=O)Cc2ccccc2)sc(C)c1C
-5 | 48* | CC(C)OC(=O)c1cccnc1SCc1cc(=O)n2ccccc2n1
-3 | . | CC12CC3CC(C1)CC(CNC(=S)Nc1ccccc1)(C3)C2

Arranged by molar mass (rising): six of the compounds above.
HePTP inh | BAP1 block | Molecule
-12 | . | COc1ccccc1CNCc1ccc([N+](=O)[O-])cc1
7 | . | COC(=O)c1c(NC(=O)Cc2ccccc2)sc(C)c1C
-3 | . | CC12CC3CC(C1)CC(CNC(=S)Nc1ccccc1)(C3)C2
9 | . | O=C(O)CCCN1C(=O)C(=O)/C(=C(/O)c2ccccc2)C1c1ccccc1F (stereo not drawn)
1 | 100 | CCCCn1c(CN2CCN(c3cccc(Cl)c3)CC2)nc2c1c(=O)n(C)c(=O)n2C
-11 | . | COc1cccc(NC(=S)NC(NC(=O)c2ccc(Br)cc2)C(Cl)(Cl)Cl)c1 (stereo not drawn)

Other compounds:
HePTP inh | BAP1 block | Molecule
-4&4 | 123 | CC1=C(C(=O)OC(C)C)C(c2ccccc2Cl)CC(=O)N1 (stereo not drawn)
7 | . | Cc1occc1C(=O)NCC1CCCO1 (stereo not drawn)
9 | 94 | Cc1cc(NC(=O)C2CCN(S(=O)(=O)c3cnc[nH]3)CC2)ccc1Br
8 | 83 | COc1ccc(OC)c(S(=O)(=O)N2Cc3ccccc3CC2C(=O)O)c1 (stereo not drawn)
-4 | 109 | Cc1noc(C)c1CSc1nnc(-c2cccnc2)n1C1CCCCC1C (stereo not drawn)
6 | . | COc1ccc(/C=C2\SC(=S)N(c3cccc(C)c3C)C2=O)cc1OC
3 | . | COc1ccc(NC(=O)C(C)c2ccc(CC(C)C)cc2)cc1 (stereo not drawn)
4 | 111 | O=C(CS(=O)(=O)Cc1ccccc1)Nc1nc2c(s1)CCCC2
7 | . | Cc1ccccc1OCC(=O)Nc1ccc(OC(F)(F)F)cc1
2 | . | O=C1C(=O)/C(=C/c2ccccc2)CCC/C1=C/c1ccccc1
0 | 102 | NC(=O)c1nsnc1-c1ccccc1O
2 | . | CN(C)c1ccc(-c2ncnn2-c2ccc(Cl)cc2)cc1
1 | . | Cc1cc(Cl)ccc1OCC(=O)Nc1cccc(F)c1
-4 | . | O=C1CCCC2=C1C(c1cccc([N+](=O)[O-])c1)Nc1ccccc1N2 (stereo not drawn)
-5 | . | CC(C)CNC(=O)/C(=C/c1ccc(N(C)C)cc1)NC(=O)c1ccccc1
105*! | 57 | COc1ccc(-n2cnc3c(sc4nccc(N(C)C)c43)c2=O)cc1
-1 | . | COc1cc(/C=C2\SC(=S)N(C3CCCCC3)C2=O)ccc1OC(=O)c1cccc(C)c1
2 | 101 | O=C(O)CCCC(=O)NCCc1ccncc1
-5 | . | Cc1cccc(-c2noc(COc3ccc(Cl)cc3)n2)c1
33 | 91 | COc1ccc(-n2c(Cc3cccn3C)nnc2SCC(=O)N2CCOCC2)cc1
11 | . | Cc1ccc(C(=O)Nc2ccc(Cl)cc2Cl)o1
-4 | . | COc1ccccc1OCCNC(=O)c1ccccc1I
25 | . | COc1ccc(OC)c2c(C)cc(N3CCCN(C)CC3)nc12
-1 | 94 | CC1Cc2ccccc2N1C(=O)CSCC(=O)O (stereo not drawn)
-8 | . | CC1=C(C(=O)Nc2ccc(C)cc2)C(c2ccc(Cl)cc2Cl)NC(=S)N1 (stereo not drawn)
4 | 116 | CC1(NC(=O)N2CCCCC2)CCS(=O)(=O)C1 (stereo not drawn)
5 | 122 | CC(C(=O)NC1CCCc2ccccc21)N1CCN(Cc2ccc3c(c2)OCO3)CC1 (stereo not drawn)
5 | 94 | O=C(OCc1cc2ccccc2[nH]c1=O)c1ccccn1
-7 | 102 | CC(=O)N1CCN(c2ccc(NCc3ccc(F)cc3)cc2)CC1
8 | . | O=C(Nc1nc(-c2ccc(F)cc2)cs1)c1ccccc1[N+](=O)[O-]
1 | . | COC(=O)c1ccc(N2C(=O)CC(N3CCC(O)CC3)C2=O)cc1 (stereo not drawn)
-22 | . | CCCc1nnc(NC(=O)Nc2ccc(Cl)cc2)s1
5 | 63 | COc1ccc(S(=O)(=O)N(C)CC(=O)N2CCOCC2)cc1Cl
6 | . | Cc1cc(NC(=O)c2ccc3c(c2)C2C=CCC2C(c2ccc(F)cc2)N3)ccc1[N+](=O)[O-] (stereo not drawn)
3 | . | COc1ccc(-c2ccc(-c3nc(-c4ccccc4Cl)no3)cc2)cc1
10 | 101 | CCOc1ccccc1-n1c(SCC(=O)NCc2ccco2)nnc1-c1ccncc1
-4 | . | O=C(Nc1ccc(Cl)cc1)Nc1nnc(Cc2ccc(F)cc2)s1
6 | 110 | CC1Oc2ccccc2N(CC(=O)c2ccccc2)C1=O (stereo not drawn)
-5 | 103 | Cc1cc(C)n2nc(SCc3nc4ccccc4[nH]3)nc2n1
. | 88 | Cc1cc(C)n(C(=O)c2cccc([N+](=O)[O-])c2)n1
10 | . | O=C1ON=C(c2ccc(Cl)cc2)/C1=C/c1ccc(O)cc1
9 | 88 | COc1ccc(N2CCN(C(=O)c3ccc(C)c(Cl)c3)CC2)cc1
9 | . | COc1ccc(C(=O)N2CC(c3ccc(Cl)cc3)CC2=O)cc1 (stereo not drawn)
4 | 102 | Cc1cc(C(=O)O)c(CCCN)s1
8 | . | CCOc1ccc(-c2cc(C)n3nc(C(=O)O)cc3n2)cc1
-15 | 95 | Cn1c(=O)cc(SCC(=O)NCC2CCCO2)c2ccccc21 (stereo not drawn)
15 | . | CCOC(=O)c1cc2c(=O)n3ccccc3nc2n(Cc2ccccc2)c1=N

One compound at a time, from the list above. Screens in order: HePTP inh, BAP1 block
Listed for `O=C1ON=C(c2ccc(Cl)cc2)/C1=C/c1ccc(O)cc1` : 10, .
Listed for `COc1ccc(C(=O)N2CC(c3ccc(Cl)cc3)CC2=O)cc1` (stereo not drawn) : 9, .
